Assay outcomes as filed in PubChem.
APOBEC3A inh = APOBEC3A ssDNA deaminase inhibitors, primary screen, selectivity assay for APOBEC3G inhibitor project, biochemical, FAM/TAMRA oligo cleavage fluorescence; recombinant A3A, FAM/TAMRA ssDNA deamination fluorescence; inhibition, % at 20 µM; 0.41% of 330,000 active; AID 493011, 2011;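 active = at least 40% inhibition at 20 µM here, with at most 30% in a related deaminase screen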;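 note: plate controls were A3A with DMSO for no effect and wells lacking A3A enzyme for full effect; some results filed as inactive read as strong as hits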
Target sequence (P31941 whole entry, looked up): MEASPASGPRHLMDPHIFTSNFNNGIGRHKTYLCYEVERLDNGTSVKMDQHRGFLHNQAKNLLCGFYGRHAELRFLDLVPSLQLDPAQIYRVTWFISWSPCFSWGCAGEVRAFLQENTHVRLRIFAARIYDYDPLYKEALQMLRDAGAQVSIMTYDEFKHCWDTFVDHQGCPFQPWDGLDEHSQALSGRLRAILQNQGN
mIAP act = activators of mouse IAP, primary screen, biochemical, luminescence, uHTS; intestinal alkaline phosphatase [Mus musculus]; 0.24% of 330,000 active; muIAP, CDP-Star luminescence, 30 min; active compounds read high; 1 = vehicle-only enzyme signal, 0 = enzyme-free wells; activation factor at 10 µM;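 active = activation factor of at least 2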; note: the source names both 10 and 20 µM as test concentration; values of inactives mirror those of a sister screen read the other way
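System: mouse IAP enzyme. Reagent: CDP-Star chemiluminescent phosphatase substrate. Benchmarks: DMSO wells, no-enzyme wells. Times: 30 min enzyme-substrate-compound incubation at room temperature. Detection: luminescence from enzymatic CDP-Star hydrolysis. Doses: test compounds delivered from DMSO solution.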
beta cell repl = inducers of MIN6 beta-cell proliferation, primary screen, ATP luminescence, uHTS. MIN6 cells proliferation, ATPlite luminescence, 48 h; cells starved in 0.2% serum; 100% = growth in 10% serum. AID 2380, 2010. proliferation, % at 10 µM. 0.29% of 330,000 active;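 active = compounds whose signal lies at least 3.5 SD above the mean of all wells on their plate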;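 note: 0% = DMSO-treated cells in low-serum medium and 100% = 10% serum control; some compounds called inactive have numbers as strong as hits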
NALP3 yeast inh = NALP3 inflammasome inhibitors in reconstituted yeast, primary screen, luminescence, uHTS; Yeast reconstituted NLRP3/ASC/caspase-1, beta-gal luminescence, 24 h; inhibition, % at 10 µM; 0.39% of 330,000 active;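 active = inhibition of 50% or more; inactive = inhibition below 50%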;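 note: plate controls were induced DMSO wells for no effect and uninduced yeast grown without galactose for full effect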
mIAP block = inhibitors of mouse IAP, primary screen, biochemical, luminescence, uHTS; inhibition, % at 10 µM; intestinal alkaline phosphatase [Mus musculus]; purified mouse IAP, CDP-Star luminescence, 30 min; 0.2% of 330,000 active;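 active = inhibition of at least 40% at 10 µM in the primary screen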;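 note: plate controls were DMSO with enzyme for no effect and no enzyme wells for full effect; values of inactives mirror those of a sister screen read the other way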
tim10-1 inh = growth inhibitors of tim10-1 mutant yeast, primary screen, luminescence, uHTS | S. cerevisiae tim10-1 ts strain growth, BacTiter-Glo, 24 h | inhibition, % at 20 µM | 2.2% of 330,000 active;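 active = inhibition of at least 40%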;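 note: mutant grown at 25 °C; 0% = DMSO wells with yeast and 100% = wells holding no yeast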
hIAP inh = human IAP inhibitors, primary screen, biochemical, luminescence, uHTS; Intestinal-type alkaline phosphatase (Homo sapiens), P09923; purified IAP, CDP-Star luminescence, 30 min; inhibition, % at 10 µM; 0.12% of 330,000 active;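 active = inhibition reaching a set limit with compound at 10 µM in the primary screen, cut at about 35% in these data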;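 note: plate controls were DMSO wells with enzyme for no effect and no-enzyme buffer wells for full effect; values of inactives mirror those of a sister screen read the other way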
APOBEC3G inh = APOBEC3G DNA deaminase inhibitors, primary screen, biochemical, fluorescence, single-stranded DNA substrate, uHTS | 0.28% of 330,000 active | recombinant A3G, ssDNA deamination FAM/TAMRA fluorescence | AID 493012, 2011 | inhibition, % at 20 µM | DNA dC->dU-editing enzyme APOBEC-3G (Homo sapiens), Q9HC16;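 active = inhibition of at least 40% at 20 µM, with no more than 30% in the related APOBEC3A deaminase screen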;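 note: plate controls were DMSO wells with A3G for no effect and wells lacking A3G enzyme for full effect; some compounds called inactive have numbers as strong as hits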
Target sequence (Q9HC16 whole entry, looked up): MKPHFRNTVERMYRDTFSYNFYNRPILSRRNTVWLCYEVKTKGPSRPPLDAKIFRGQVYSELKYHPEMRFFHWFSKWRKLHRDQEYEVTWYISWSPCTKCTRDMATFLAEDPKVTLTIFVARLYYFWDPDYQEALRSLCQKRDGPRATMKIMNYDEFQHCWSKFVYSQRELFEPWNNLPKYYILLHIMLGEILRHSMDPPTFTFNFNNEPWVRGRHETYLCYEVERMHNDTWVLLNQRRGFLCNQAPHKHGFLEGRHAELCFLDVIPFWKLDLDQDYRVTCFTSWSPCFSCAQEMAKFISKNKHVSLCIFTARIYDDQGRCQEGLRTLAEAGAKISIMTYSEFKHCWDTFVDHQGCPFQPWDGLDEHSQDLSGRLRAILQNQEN
TIM10 inh = growth inhibitors of isogenic TIM10 control yeast, primary screen, counter-screen for tim10-1 yeast inhibitor project, luminescence, uHTS; 1.4% of 330,000 active; AID 463195, 2010; inhibition, % at 10 µM; S. cerevisiae TIM10 strain growth, BacTiter-Glo luminescence, 24 h;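 active = inhibition of 40% or more at the single tested concentration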;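 note: wild-type TIM10 isogenic control strain grown at permissive 25 °C; 0% = DMSO yeast wells and 100% = minimal medium wells without yeast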
An asterisk follows results filed as active.

#	structure	mIAP block	NALP3 yeast inh	APOBEC3G inh	tim10-1 inh	beta cell repl	APOBEC3A inh	TIM10 inh	mIAP act	hIAP inh
1	COc1ccc(/C=C/CN2CCN(Cc3ccccc3)C(CCO)C2)cc1 (stereo not drawn)	3	21	-5	12	2	1	-5	0.97	7
2	Cc1nc2ccc(NC(=O)c3ccc(S(=O)(=O)N(C)c4ccccc4)cc3)cc2s1	6	11	-4	10	0	0	16	0.94	7
3	COc1ccc(CCNC(=O)C/C(C)=N/NC(=O)C23CC4CC(CC(C4)C2)C3)cc1OC	-20	-2	-6	14	0	-6	7	1.2	-15
4	CCOc1ccc(/C=N/N(C)c2ccccc2)cc1OC	1	32	-7	17	-3	-1	-1	0.99	-13
5	COc1ccc(/C=C(/NC(=O)c2ccccc2)C(=O)NC2CCS(=O)(=O)C2)cc1 (stereo not drawn)	8	7	-2	3	-1	-3	4	0.92	8
6	Cc1ccc(S(=O)(=O)N2CCN(CC(=O)Nc3ccnn3C3CCCC3)CC2)cc1	-7	11	-5	-1	0	3	-9	1.1	6
7	O=[N+]([O-])c1cc(C(F)(F)F)ccc1Oc1cccnc1[N+](=O)[O-]	2	19	-7	19	-2	-4	16	0.98	4
8	CC(=O)c1sc2nc(-c3cccs3)ccc2c1N	17	19	44*	35	-1	6	16	0.83	8
9	N=C1c2ccccc2CN1NC(=O)c1cccc(S(=O)(=O)N2CCCCC2)c1	13	-8	-5	11	1	-2	9	0.87	7
10	Cc1ccc(NC(=O)c2ccc3c(c2)OCCO3)cc1	8	35	-8	-49	-3	-4	11	0.92	6
11	O=C(CCN1C(=O)/C(=C/c2ccccc2F)SC1=S)NC1C=CS(=O)(=O)C1 (stereo not drawn)	2	10	10	0	-4	4	0	0.98	-31
12	C/C(=N\NC(=O)C(C)Sc1ccccc1)c1ccc([N+](=O)[O-])cc1 (stereo not drawn)	9	11	-9	12	0	-3	-13	0.91	-8
13	Cc1cc(C)c(N2C(=NC(=O)CCCC(=O)O)SC3CS(=O)(=O)CC32)c(C)c1 (stereo not drawn)	12	3	-6	5	0	-5	2	0.88	0
14	C/C(=N\O)c1ncc(C(F)(F)F)cc1Cl	-8	0	-5	7	-3	-4	0	1.1	-13
15	O=C(O)CSc1nc2c(c(=O)[nH]1)CCCC2	4	6	3	2	0	5	13	0.95	6
16	O=C(CCNC(=O)c1ccccc1Cl)NCc1ccncc1	-3	1	-10	-12	2	-2	-11	1	4
17	O=C(Cn1cc(C(=O)C(F)(F)F)c2cc(Br)ccc21)N1CCOCC1	3	-2	-2	-2	-1	0	-12	0.97	0
18	O=S(NCc1ccccc1)C12CC3CC(CC(C3)C1)C2 (stereo not drawn)	7	-2	-6	15	-1	-5	4	0.93	-19
19	Cc1cc(N(C)C)ccc1N=Nc1ccc2ncccc2c1	18	43	7	25	-2	9	-1	0.82	40*
20	COc1cc(NC(=S)NCCCN2CCOCC2)c(OC)cc1Cl	4	-3	-9	14	-4	-4	11	0.96	10

Retrieved one by one from the entries so far (2):
#	structure	mIAP block	NALP3 yeast inh	APOBEC3G inh	tim10-1 inh	beta cell repl	APOBEC3A inh	TIM10 inh	mIAP act	hIAP inh
17	O=C(Cn1cc(C(=O)C(F)(F)F)c2cc(Br)ccc21)N1CCOCC1	3	-2	-2	-2	-1	0	-12	0.97	0
15	O=C(O)CSc1nc2c(c(=O)[nH]1)CCCC2	4	6	3	2	0	5	13	0.95	6

Remaining list, next part
#	structure	mIAP block	NALP3 yeast inh	APOBEC3G inh	tim10-1 inh	beta cell repl	APOBEC3A inh	TIM10 inh	mIAP act	hIAP inh
21	O=P(O)(O)c1cc(-c2ccccc2)oc1-c1ccccc1	-11	10	-4	-15	0	-4	-1	1.1	-15
22	Cc1cn(C2CCC(CO)O2)c(=O)[nH]c1=O (stereo not drawn)	-4	24	-4	2	-3	0	-5	1	-10
23	CCN(CC)c1ccc(C(=O)OCC(=O)N(C)Cc2ccccc2)cc1	2	9	-10	25	-3	-3	25	0.98	-1
24	O=C(CN1C(=O)NC2(CCCCCC2)C1=O)NC1CC1	5	6	-3	7	-1	1	-2	0.95	8
25	Cc1nc2ccccc2c2c1C(=O)N(c1cccc(C(=O)O)c1)C2=O	8	22	-5	-5	2	0	15	0.92	10
26	COc1cc(/C=N/Nc2ccc([N+](=O)[O-])cn2)cc(OC)c1O	15	22	8	-10	3	25	7	0.85	27
27	COc1ccc(C2CC(c3ccccc3Cl)Nc3ncnn32)cc1OC (stereo not drawn)	3	3	-2	14	-1	0	12	0.97	2
28	COc1ccc(CNC(=O)COc2ccc(OC)cc2)cc1	-2	29	-4	5	-4	0	-2	1	-9
29	Cc1ccc(C(=O)NCC(C)NC(=O)c2ccc(C)c([N+](=O)[O-])c2)cc1[N+](=O)[O-] (stereo not drawn)	2	7	0	9	-3	0	14	0.98	-12
30	Cc1ccccc1NCC(=O)c1ccc(Br)cc1	-6	6	-9	15	1	3	15	1.1	3
31	Cc1ccc(S(=O)(=O)Nc2ccc3c(c2)CC(=O)N([C@H](C)CO)C[C@H](C)[C@H](CN(C)Cc2ccc4c(c2)OCO4)O3)cc1	4	19	-6	-7	-6	-1	3	0.96	-9
32	CN(CC(=O)Nc1cccc2c1CCCC2)S(=O)(=O)c1ccc(Br)cc1	-5	17	3	9	-2	3	-16	1	-8
33	Cc1cc(C)c(C)c(OCc2nc(-c3cccnc3)no2)c1	6	33	-5	6	1	0	-10	0.94	0
34	COC(=O)C1=C(C)NC(=O)NC1c1cccc(OC)c1OCc1ccccc1 (stereo not drawn)	-4	4	-4	24	-2	-3	6	1	-2
35	O=C(NC1CCCCCC1)c1cc2n(n1)C(C(F)(F)F)CC(c1ccco1)N2 (stereo not drawn)	-5	13	3	6	-1	6	-2	1	0
36	COc1ccc(C)cc1NC(=O)c1ccccc1NS(=O)(=O)c1ccc(Cl)s1	9	-4	-6	15	-6	0	16	0.91	5
37	N#CC1=C(S)N(c2ccccc2)C2(CCCCC2)NC1=O	-6	-5	-4	-17	-1	-2	-7	1.1	-12
38	CC(C)(C)c1cc(CCC(=O)NNC(=S)NC(=O)c2ccccc2)cc(C(C)(C)C)c1O	15	18	4	46*	-6	-5	25	0.85	12
39	O=C(NCCc1ccc(Cl)cc1)c1ccc(Br)s1	0	15	-6	-14	2	0	-6	1	0
40	COC(=O)c1ccc(NC(=O)C(C)Oc2ccccc2)cc1 (stereo not drawn)	-7	17	-6	-8	-4	0	-18	1.1	-1
41	CCOC(=O)c1c(CC(C)C)csc1NC(=O)COC(=O)c1cc(OC)c(OC)cc1[N+](=O)[O-]	3	0	1	-7	-2	-1	-4	0.97	-1
42	CCN(CC(=O)Nc1c(F)cccc1F)C(=O)C1CC(=O)N(CCc2ccc(OC)c(OC)c2)C1 (stereo not drawn)	-14	-2	-2	6	-2	0	9	1.1	0
43	S=c1[nH]ncn1NCc1cccc(Br)c1	-11	7	34	19	-3	-7	-4	1.1	-23
44	Cc1nnc(SCC(=O)Nc2cc(S(=O)(=O)N3CCCC3)ccc2Cl)s1	-4	2	-4	-3	-2	6	-8	1	-11
45	CC(C)Oc1cccc(-c2cc(C(=O)NC(=S)N(C)c3ccccc3C(=O)O)c3ccccc3n2)c1	7	-1	-6	21	0	-4	-2	0.93	19
46	CC(C)[C@H](NC(=O)c1ccccc1Cl)C(=O)Nc1ccc(S(=O)(=O)Nc2nccs2)cc1	2	10	-7	-3	-1	-6	5	0.98	4
47	CCCn1c(C)cc(/C=C(\C#N)C(=O)OCC(=O)Nc2cccc(S(N)(=O)=O)c2)c1C	7	-9	0	9	-3	1	-8	0.93	5
48	Cc1ccc(C(C)C)c(O)c1	9	-5	-8	-12	-2	-4	-6	0.91	3
49	COc1ccc(N2CCN(S(=O)(=O)CCNC(=O)C(C)Oc3ccccc3)CC2)cc1 (stereo not drawn)	-3	21	15	26	2	0	10	1	-16
50	Cc1ccc(C(=O)/C=C/c2cn(CN3CCN(C)CC3)c3ccccc23)cc1	15	33	-3	52*	-6	6	60*	0.85	16
51	COC(=O)Cn1c(CCS(=O)(=O)c2ccc(Cl)cc2)nc2ccccc21	2	19	-4	23	1	0	7	0.98	-1
52	COc1ccccc1N1CCN(C(=O)C(C)N(c2ccccc2)S(C)(=O)=O)CC1 (stereo not drawn)	10	-2	-6	16	4	-3	8	0.9	20
53	COc1cc(NC(=O)CCc2nnc3ccc(N4CCCC4)nn23)cc(OC)c1OC	0	8	-2	-8	1	-1	2	1	-7
54	CCN(CC)C(=O)OCc1c(-c2ccccc2)ncc2ccccc12	0	10	-2	17	1	1	-6	1	11
55	CC(C)(C)OC(=O)CNC(=O)c1[nH]cnc1C(=O)NC(c1ccccc1)c1ccccc1	-11	-3	-15	15	-9	-1	19	1.1	-38
56	CCNC(=S)N(CCc1c(C)[nH]c2ccc(Cl)cc12)Cc1ccco1	-14	21	-8	28	-4	-4	22	1.1	-3
57	CSCCC(NS(=O)(=O)c1ccc(Cl)cc1)C(=O)OCC(=O)NC1CCCCC1 (stereo not drawn)	-6	6	-5	8	0	0	8	1.1	-10
58	CCOC(=O)c1nnn(-c2ccc([N+](=O)[O-])cc2[N+](=O)[O-])c1C	-6	14	-1	23	-5	5	41*	1.1	-1
59	O=C(CSc1nc2ccccc2nc1N1CCCC1)Nc1ccc(F)cc1	9	8	-9	6	-1	-7	-13	0.91	3
